# CHRM4 agonist – CHRM4 agonism in calcium assay; P08173; AID 624127; 360,000 compounds, 0.14% hits; activation, % at 3 µM; CHO-K1 hM4/Gqi5, Fluo-8 calcium fluorescence; vehicle 0%, full acetylcholine response 100%;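 active = activation above the run mean over all test wells plus 3 SD, cut at about 32% in these data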;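 also: peak over basal fluorescence ratio per well then scaled between controls; 0% = DMSO wells and 100% = acetylcholine at EC100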
# Target sequence (P08173 whole entry, looked up): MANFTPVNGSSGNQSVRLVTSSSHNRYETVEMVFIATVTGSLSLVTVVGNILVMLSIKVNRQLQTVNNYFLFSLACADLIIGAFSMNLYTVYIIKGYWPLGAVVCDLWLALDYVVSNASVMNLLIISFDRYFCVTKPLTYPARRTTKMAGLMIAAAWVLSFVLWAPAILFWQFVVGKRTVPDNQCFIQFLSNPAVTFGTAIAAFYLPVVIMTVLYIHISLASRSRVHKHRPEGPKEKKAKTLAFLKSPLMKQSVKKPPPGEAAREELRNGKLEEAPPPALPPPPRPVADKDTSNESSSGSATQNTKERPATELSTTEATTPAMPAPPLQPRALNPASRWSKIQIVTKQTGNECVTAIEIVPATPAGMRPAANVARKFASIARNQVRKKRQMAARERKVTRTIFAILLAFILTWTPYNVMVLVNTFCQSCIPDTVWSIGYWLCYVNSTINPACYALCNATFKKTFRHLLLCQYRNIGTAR
# CHRM4 PAM – potentiates acetylcholine response at human M4 receptor | P08173 | CHO-K1 hM4/Gqi5, Fluo-8 calcium fluorescence, ACh EC20; 0% = ACh EC20, 100% = maximal ACh | activation, % at 3 µM | 360,000 compounds, 0.4% hits | AID 624126;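 active = activation above its plate's cutoff, the mean activation of sample wells plus 3 SD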; also: some results filed as inactive read as strong as hits
# CRFR2-BP ag – CRF-BP/CRF-R2 complex agonism. HEK293 CRF-R2/CRF-BP, calcium dye fluorescence (FLIPR); percent of saturating CRF peptide response. activation, % at 13.2 µM. 350,000 compounds, 0.46% hits;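 active = activation of at least 50%, plus an integration ratio under a set limit after plate pattern correction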;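 also: plate controls were neutral control wells without compound for no effect and CRF at EC100 for full effect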
# CHRM5 agonist – agonists of human muscarinic M5 receptor (CHRM5); CHO-K1 hM5 cells, Fluo-8 calcium fluorescence; 0% DMSO wells, 100% maximal acetylcholine response; AID 624037; 360,000 compounds, 0.19% hits; activation, % at 3 µM;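 active = activation above the run's mean over test compounds plus 3 SD, cut at about 23% in these data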;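 also: signal is peak over basal fluorescence ratio across the kinetic read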
# CHRM4 antagonist – blocks acetylcholine activation of human M4 receptor; inhibition, % at 3 µM; CHO-hM4 cells, ACh EC80, Fluo-8 calcium fluorescence; P08173; 360,000 compounds, 0.73% hits;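 active = inhibition above its plate's cutoff, the mean inhibition of sample wells plus 3 SD, cut at about 27% in these data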;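 also: 0% = acetylcholine EC80 with DMSO and 100% = DMSO without agonist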
# CHRM1 PAM – potentiates human M1 receptor response to acetylcholine | AID 588819 | P11229 | 360,000 compounds, 0.088% hits | CHO-K1 hM1, Fluo-8 calcium fluorescence, ACh EC20; 0% = ACh EC20, 100% = maximal ACh | activation, % at 3 µM; in the data active = activation above about 19%, passing the limit was not always enough
# CHRM5 antagonist – antagonists of human muscarinic M5 receptor (CHRM5). AID 624040. CHO-hM5 cells, Fluo-8 calcium fluorescence, ACh EC80. inhibition, % at 3 µM. P08912. 360,000 compounds, 0.59% hits;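 active = inhibition above a per-plate cutoff, the mean of that plate's test compounds plus 3 SD, cut at about 27% in these data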;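 also: 0% = acetylcholine EC80 with DMSO and 100% = DMSO without agonist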
# CRFBP-R2 block – CRF-BP/CRF-R2 complex antagonism. AID 588475. 350,000 compounds, 0.59% hits. HEK293 CRF-R2/CRF-BP, CRF-induced calcium fluorescence. inhibition, % at 11.8 µM;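 active = inhibition of the ligand-induced calcium signal above about 50% at the single tested concentration, limit read from the data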
# CHRM5 PAM – positive allosteric modulators of human muscarinic M5 receptor. P08912. CHO-K1 hM5, Fluo-8 calcium, ACh EC20 PAM; 0% = ACh EC20, 100% = ACh EC100. activation, % at 3 µM. 360,000 compounds, 0.3% hits. AID 624038;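 active = activation above the run cutoff, the mean activation of all test compounds plus 3 SD, cut at about 18% in these data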
#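 Assay system: CHO-K1 hM5 cells / Incubation: Fluo-8 loading 80 min at 37 °C plus 30 min room temperature / Technique: Fluo-8 calcium dye fluorescence, kinetic read / Repeats: single replicate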
# Active calls of the source: *. An excerpt (hit frequency here may not be typical).
SMILES,CHRM4 agonist,CHRM4 PAM,CRFR2-BP ag,CHRM5 agonist,CHRM4 antagonist,CHRM1 PAM,CHRM5 antagonist,CRFBP-R2 block,CHRM5 PAM
O=C(CCN1CCN(CCO)CC1)N1c2ccccc2Sc2ccc(C(F)(F)F)cc21,1.2,-2.2,1.2,-1.0,-6.7,-15.9,-0.1,2.8,-4.3

# Bioassay records deposited in PubChem by several laboratories.
